hIAP act: human IAP activation; 330,000 compounds, 0.16% hits; activation factor at 10 µM; purified human IAP, CDP-Star luminescence, 30 min; hits give high values; 1 = vehicle-only enzyme, 0 = enzyme-free background; P09923;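 active means activation factor of the enzyme at least 2-fold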; further: the source names both 10 and 20 µM as test concentration; values of inactives mirror those of a sister screen read the other way
Target sequence (P09923 whole entry, looked up): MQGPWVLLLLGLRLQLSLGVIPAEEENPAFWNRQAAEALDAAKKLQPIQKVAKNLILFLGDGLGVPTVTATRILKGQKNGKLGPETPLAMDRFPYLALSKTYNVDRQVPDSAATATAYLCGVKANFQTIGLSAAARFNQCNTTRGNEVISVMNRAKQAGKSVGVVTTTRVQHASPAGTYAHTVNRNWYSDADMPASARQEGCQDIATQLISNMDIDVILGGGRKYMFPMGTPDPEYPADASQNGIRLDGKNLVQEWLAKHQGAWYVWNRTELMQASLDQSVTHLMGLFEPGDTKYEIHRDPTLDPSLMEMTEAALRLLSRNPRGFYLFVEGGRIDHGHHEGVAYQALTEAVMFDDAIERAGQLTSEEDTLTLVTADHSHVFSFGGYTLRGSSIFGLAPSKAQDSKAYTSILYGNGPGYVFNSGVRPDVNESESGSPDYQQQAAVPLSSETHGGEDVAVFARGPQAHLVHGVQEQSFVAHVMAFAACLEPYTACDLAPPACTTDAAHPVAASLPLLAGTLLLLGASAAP
SENP6 inh: inhibitors of human SENP6 protease. 330,000 compounds, 1.8% hits. inhibition, % at 10 µM. Recombinant SENP6 catalytic domain, aminoluciferin luminescence. Q9GZR1;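 active means inhibition above about 50% at the single tested dose, limit read from the data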;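 further: plate controls were DMSO wells with enzyme for no effect and DMSO wells lacking enzyme for full effect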
Target sequence (Q9GZR1 628-1112 limits assumed): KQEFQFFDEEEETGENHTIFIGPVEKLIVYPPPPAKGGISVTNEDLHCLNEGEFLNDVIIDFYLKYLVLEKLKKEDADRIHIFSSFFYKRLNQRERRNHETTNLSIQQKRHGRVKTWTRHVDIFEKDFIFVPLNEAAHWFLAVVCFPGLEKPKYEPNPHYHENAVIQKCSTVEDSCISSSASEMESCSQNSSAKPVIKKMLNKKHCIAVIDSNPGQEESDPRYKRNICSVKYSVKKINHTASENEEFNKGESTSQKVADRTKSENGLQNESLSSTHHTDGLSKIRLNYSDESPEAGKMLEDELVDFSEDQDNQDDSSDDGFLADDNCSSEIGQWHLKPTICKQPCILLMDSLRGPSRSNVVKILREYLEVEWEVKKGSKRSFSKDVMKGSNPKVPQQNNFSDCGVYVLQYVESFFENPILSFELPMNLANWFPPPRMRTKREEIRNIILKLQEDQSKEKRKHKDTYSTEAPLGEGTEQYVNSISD
MPTP inh: inhibitors of mitochondrial permeability transition pore; 360,000 compounds, 1.4% hits; isolated mouse mitochondria, Ca2+ swelling absorbance, 30 min; inhibition, % at 10 µM; AID 602449;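 active means inhibition of 50% or more, scaled per plate between neutral and stimulator controls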;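 further: 0% = DMSO wells given calcium and 100% = 1 mM EGTA wells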
ATG4B inhibitor: ATG4B (human) cysteine protease inhibition; ATG4B cleavage of LC3-PLA2, NBD-HPC fluorescence, 1 h; inhibition, % at 8.33 µM; 340,000 compounds, 0.51% hits; AID 504462; in the data active means inhibition above about 40%
SENP1 inh: blocks the human SENP1 SUMO protease catalytic domain; Q9P0U3; recombinant SENP1 catalytic domain, CyPet-SUMO1-YPet FRET cleavage; inhibition, % at 10 µM; 360,000 compounds, 0.21% hits;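 active means inhibition at least 30% at 10 µM, raw YFP signal under a set limit, fluorescence ratio 0.5 to 1.5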;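 further: 0% = enzyme with DMSO and 100% = no enzyme wells; some results filed as inactive read as strong as hits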
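Compound: 10 µM single point, 0.5% DMSO; Test system: hSENP1 catalytic domain, recombinant; Timing: 50 min reaction at room temperature; Technique: FRET, CFP and YFP emission; Control set: no-enzyme wells low, DMSO-plus-enzyme wells high control.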
PfG6PD inh: PfG6PD (Plasmodium falciparum) enzyme inhibition; PfGluPho enzyme, NADPH resazurin-diaphorase fluorescence; inhibition, % at 20 µM; 350,000 compounds, 0.78% hits; AID 504690;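 active means inhibition reaching at least a set limit at 20 µM in the primary screen, cut at about 59% in these data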;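 further: 0% = DMSO wells with substrate and 100% = DMSO wells lacking glucose-6-phosphate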
NR3A LBD binder: modulates the human NR3A ligand-binding domain. NR3A LBD differential scanning fluorimetry, Tm shift; 0% = protein alone, 100% = glycine-bound protein. Tm shift relative to glycine control, % at 25 µM. 340,000 compounds, 2.5% hits. AID 1259313;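 active means melting temperature shift of at least 10% of the positive control shift, at one fixed dose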
SENP8 inh: inhibitors of human SENP8 protease; Q96LD8; recombinant SENP8, Nedd8 substrate fluorescence; inhibition, % at 20 µM; 360,000 compounds, 0.64% hits; AID 602440; in the data active means inhibition mostly above about 40%, no sharp cut-off; inactive means mostly below about 27%
* = called active by the depositor.

The opening 2 compounds, to show the layout:
Screening O=C(CCn1nnnc1CN1CCOCC1)N1CCC(c2ccccc2F)C1 (configuration not stated) returned hIAP act 1.1, SENP6 inh -5, MPTP inh 0.6, ATG4B inhibitor 18, SENP1 inh -1, PfG6PD inh -9, NR3A LBD binder 0 and SENP8 inh 13.
CN(C)CCOC1c2ccccc2-c2ccccc21 was read as hIAP act 1, SENP6 inh -23, MPTP inh -0.4, ATG4B inhibitor 10, SENP1 inh 1, PfG6PD inh -2, NR3A LBD binder 2 and SENP8 inh 2.

The list itself, repeating the preview:
Screening O=C(CCn1nnnc1CN1CCOCC1)N1CCC(c2ccccc2F)C1 (configuration not stated) returned hIAP act 1.1, SENP6 inh -5, MPTP inh 0.6, ATG4B inhibitor 18, SENP1 inh -1, PfG6PD inh -9, NR3A LBD binder 0 and SENP8 inh 13.
CN(C)CCOC1c2ccccc2-c2ccccc21 was read as hIAP act 1, SENP6 inh -23, MPTP inh -0.4, ATG4B inhibitor 10, SENP1 inh 1, PfG6PD inh -2, NR3A LBD binder 2 and SENP8 inh 2.
`CSc1cccc(NC(=S)NC(=O)c2cccnc2)c1` gave hIAP act 1, SENP6 inh -2, MPTP inh 1.8, ATG4B inhibitor -1, SENP1 inh 2, PfG6PD inh -10, NR3A LBD binder 0 and SENP8 inh 4.
For Cc1ccc(S(=O)(=O)N2CCOCC2)cc1C(=O)OCC(=O)c1c(N)n(C)c(=O)n(C)c1=O the results were hIAP act 1.1, SENP6 inh -15, MPTP inh -2.4, ATG4B inhibitor -7, SENP1 inh -1, PfG6PD inh -10, NR3A LBD binder 1 and SENP8 inh 2.
Screening COCC(C)n1c(SCC(=O)NC2CCCCC2C)nc2ccccc2c1=O (configuration not stated) returned hIAP act 1, SENP6 inh 7, MPTP inh -0.4, ATG4B inhibitor -1, SENP1 inh 2, PfG6PD inh -4, NR3A LBD binder 0 and SENP8 inh 10.
For CSc1ccc(/C=C2\CCn3c2nc2cc(C(=O)O)ccc2c3=O)cc1 the results were hIAP act 0.93, SENP6 inh 8, MPTP inh -1.3, ATG4B inhibitor 1, SENP1 inh -50, PfG6PD inh 9, NR3A LBD binder 1 and SENP8 inh -279.
`O=[N+]([O-])c1ccc(/C=N/Nc2ccc3ccccc3c2)o1` gave hIAP act 0.84, SENP6 inh 9, MPTP inh 79*, ATG4B inhibitor -11, SENP1 inh 38*, PfG6PD inh 14, NR3A LBD binder 21* and SENP8 inh 28.
Cc1cc(C)c2c(N)c(C(=O)N/N=C/c3cccnc3)sc2n1 was read as hIAP act 0.93, SENP6 inh -5, MPTP inh 2.1, ATG4B inhibitor -14, SENP1 inh -105, PfG6PD inh 33, NR3A LBD binder 1 and SENP8 inh -286.
For CCN(CC)CCNC(=O)c1cc([N+](=O)[O-])c(N(C)C)cc1OC the results were hIAP act 1, SENP6 inh -2, MPTP inh 1.0, ATG4B inhibitor 1, SENP1 inh 1, PfG6PD inh 5, NR3A LBD binder -2 and SENP8 inh 31.
Screening COc1cccc(CNc2ccc(F)c([N+](=O)[O-])c2)c1O returned hIAP act 1.1, SENP6 inh -13, MPTP inh -0.3, ATG4B inhibitor 0, SENP1 inh 6, PfG6PD inh 1, NR3A LBD binder -12 and SENP8 inh 20.
CCCOc1ccc(-c2csc3ncn(Cc4ccc(C(=O)O)cc4)c(=O)c23)cc1 was read as hIAP act 0.87, SENP6 inh -1, MPTP inh -1.5, ATG4B inhibitor -4, SENP1 inh 0, PfG6PD inh -30, NR3A LBD binder -3 and SENP8 inh -4.
Screening CN(C(=O)CSc1nnnn1-c1ccccc1)C1CCCCC1 returned hIAP act 1, SENP6 inh -12, MPTP inh -0.4, ATG4B inhibitor -9, SENP1 inh -1, PfG6PD inh -13, NR3A LBD binder 0 and SENP8 inh 16.
For CCOc1ccc(N2C(=O)c3ccc(C(=O)OCC(=O)N(CC)C4CCS(=O)(=O)C4)cc3C2=O)cc1 (configuration not stated) the results were hIAP act 0.98, SENP6 inh 12, MPTP inh 0.1, ATG4B inhibitor -1, SENP1 inh 1, PfG6PD inh 5, NR3A LBD binder 0 and SENP8 inh 6.
`N#Cc1cn(-c2ccccc2)nc1-c1cc2ccccc2oc1=O` gave hIAP act 1.2, SENP6 inh -4, MPTP inh 3.2, ATG4B inhibitor 1, SENP1 inh -3, PfG6PD inh -19, NR3A LBD binder -3 and SENP8 inh inactive.
For Cc1cccc(NC(=O)CN2C(=O)CSC2=O)c1 the results were hIAP act 1.2, SENP6 inh -11, MPTP inh -2.2, ATG4B inhibitor 1, SENP1 inh 2, PfG6PD inh 7, NR3A LBD binder 0 and SENP8 inh 5.
COc1ccc(-c2ccc3c(c2)S(=O)(=O)c2cccc(C(=O)NC[C@@H]4CCCO4)c2C3=O)cc1OC was read as hIAP act 1.1, SENP6 inh 5, MPTP inh 0.0, ATG4B inhibitor -3, SENP1 inh 29, PfG6PD inh 0, NR3A LBD binder 1 and SENP8 inh 3.
`O=C(OCC(=O)N1CCOCC1)c1ccc2[nH]c3c(c2c1)CCCC3` gave hIAP act 1.2, SENP6 inh -28, MPTP inh -0.6, ATG4B inhibitor -7, SENP1 inh -17, PfG6PD inh 15, NR3A LBD binder -1 and SENP8 inh -50.
CN(C)c1ccc(/C=C(/NC(=O)c2ccccc2)C(=O)N2CCCC2)cc1 was read as hIAP act 1, SENP6 inh 16, MPTP inh 0.4, ATG4B inhibitor -1, SENP1 inh 6, PfG6PD inh 29, NR3A LBD binder 0 and SENP8 inh -77.
For O=C(N/N=C/C(Br)=C/c1ccccc1)c1cccs1 the results were hIAP act 0.77, SENP6 inh 62*, MPTP inh 1.3, ATG4B inhibitor -9, SENP1 inh 2, PfG6PD inh 4, NR3A LBD binder 8 and SENP8 inh -3.
CC(=O)N1CCN(c2ccc(NC(=O)c3cccc([N+](=O)[O-])c3)cc2)CC1 was read as hIAP act 1, SENP6 inh 9, MPTP inh 1.3, ATG4B inhibitor 3, SENP1 inh -1, PfG6PD inh 2, NR3A LBD binder 1 and SENP8 inh 15.
For CCOc1ccc(NC(=O)CSc2nc3ccsc3c(=O)n2CCCCC(=O)O)cc1 the results were MPTP inh -1.9, SENP1 inh 1, PfG6PD inh 10 and SENP8 inh 15.
For COc1cccc(CN2CCC(n3nccc3NC(=O)CCCc3ccccc3)CC2)c1O the results were hIAP act 1.6, SENP6 inh 22, MPTP inh 2.2, ATG4B inhibitor 22, SENP1 inh 0, PfG6PD inh 29, NR3A LBD binder 2 and SENP8 inh 16.
O=C(CN(C(=O)c1csnn1)c1ccc(Cl)cc1)NCc1ccc2c(c1)OCO2 was read as hIAP act 1, SENP6 inh -16, MPTP inh 1.8, ATG4B inhibitor 9, SENP1 inh 1, PfG6PD inh -13, NR3A LBD binder -2 and SENP8 inh 6.
For Cc1ccc(Cl)cc1NC(=O)CCn1cccc1 the results were hIAP act 1, SENP6 inh -5, MPTP inh -6.0, ATG4B inhibitor -7, SENP1 inh -4, PfG6PD inh -10, NR3A LBD binder 4 and SENP8 inh 16.
CCOC(=O)c1c(-c2cccs2)csc1NC(=O)CC(C)C was read as hIAP act 0.92, SENP6 inh -7, MPTP inh 57*, ATG4B inhibitor -2, SENP1 inh -1, PfG6PD inh 13, NR3A LBD binder 6 and SENP8 inh -23.
For O=C(CN(Cc1cccs1)C(=O)CCC(=O)Nc1nccs1)NCc1ccccc1 the results were hIAP act 1.2, SENP6 inh -12, MPTP inh -0.4, ATG4B inhibitor -15, SENP1 inh 1, PfG6PD inh 8, NR3A LBD binder -1 and SENP8 inh 17.
`Cc1nc2c(C(=O)NCCC3=CCCCC3)c[nH]n2c(=O)c1Cl` gave hIAP act 1.2, SENP6 inh 6, MPTP inh -2.9, ATG4B inhibitor 22, SENP1 inh -3, PfG6PD inh 18, NR3A LBD binder -11 and SENP8 inh -44.
For COc1cc(CCC(=O)OCC(=O)Nc2ccccc2C(C)C)cc(OC)c1OC the results were hIAP act 1.2, SENP6 inh -11, MPTP inh 0.3, ATG4B inhibitor -5, SENP1 inh 0, PfG6PD inh 2, NR3A LBD binder 2 and SENP8 inh 20.
For O=C(N/N=C/C=C\c1ccccc1[N+](=O)[O-])c1ccco1 the results were hIAP act 1.2, SENP6 inh -15, MPTP inh -1.8, ATG4B inhibitor 2, SENP1 inh 1, PfG6PD inh 1, NR3A LBD binder -1 and SENP8 inh 23.
For N#CC(c1nc2ccccc2nc1N1CCCC1)S(=O)(=O)c1cccs1 (configuration not stated) the results were hIAP act 0.98, SENP6 inh 9, MPTP inh -0.5, ATG4B inhibitor -2, SENP1 inh -22, PfG6PD inh 41, NR3A LBD binder -1 and SENP8 inh -243.
`COc1cc(/C=N/N=C(\N)c2nonc2N)cc(OC)c1OC` gave hIAP act 0.92, SENP6 inh -4, MPTP inh -1.6, ATG4B inhibitor -1, SENP1 inh 3, PfG6PD inh -6, NR3A LBD binder -1 and SENP8 inh 20.
For CN(C(=O)c1ccc(NC(=O)Cc2ccc(NC(=O)C3CCN(C(=O)C4CCCCC4)CC3)cc2)cc1)C1CCCC1 the results were MPTP inh 0.3, ATG4B inhibitor -12, SENP1 inh -15, PfG6PD inh -2, NR3A LBD binder -2 and SENP8 inh -43.
`CNc1nc(-c2ccccn2)nnc1-c1ccccc1` gave hIAP act 1.1, SENP6 inh -15, MPTP inh -3.0, ATG4B inhibitor -12, SENP1 inh 1, PfG6PD inh -11, NR3A LBD binder 0 and SENP8 inh 29.
For CCCN(CC(=O)Nc1ccccc1C)C(=O)c1ccc2c(c1)OCO2 the results were hIAP act 0.97, SENP6 inh -4, MPTP inh -1.4, ATG4B inhibitor -8, SENP1 inh -2, PfG6PD inh -1, NR3A LBD binder -1 and SENP8 inh -3.
`Cc1cccc(N(C)S(=O)(=O)c2cc3c(cc2C)n(C)c(=O)c(=O)n3C)c1` gave hIAP act 0.92, SENP6 inh 12, MPTP inh -0.2, ATG4B inhibitor 4, SENP1 inh 0, PfG6PD inh 7, NR3A LBD binder -3 and SENP8 inh -40.
COc1ccc(OCC(=O)Nc2sc3c(c2C(=O)NCC2CCCO2)CCC3)cc1 (configuration not stated) was read as hIAP act 1, SENP6 inh -15, MPTP inh 2.5, ATG4B inhibitor -8, SENP1 inh -4, PfG6PD inh 13, NR3A LBD binder 2 and SENP8 inh -28.
`CC(=O)N1C(=O)c2cccc3cccc(c23)C(=O)N1C(C)=O` gave hIAP act 0.94, SENP6 inh -11, ATG4B inhibitor 5, PfG6PD inh -9 and NR3A LBD binder -1.
Clc1cccc(Cl)c1C1=NOC(c2nnc(-c3ccccc3)o2)C1 (configuration not stated) was read as hIAP act 0.92, SENP6 inh -17, MPTP inh -0.3, ATG4B inhibitor 6, SENP1 inh 1, PfG6PD inh -4, NR3A LBD binder -1 and SENP8 inh 8.
For CC(=O)c1ccc(Nc2cc(C)nc3c(C)cccc23)cc1 the results were hIAP act 0.98, SENP6 inh 7, MPTP inh 4.4, ATG4B inhibitor -25, SENP1 inh -7, PfG6PD inh 29, NR3A LBD binder -1 and SENP8 inh -388.
Screening Cc1ccc2nc(SCc3cn4cccnc4n3)[nH]c2c1 returned hIAP act 1.1, SENP6 inh -9, MPTP inh 1.0, ATG4B inhibitor -2, SENP1 inh -1, PfG6PD inh 9, NR3A LBD binder -4 and SENP8 inh -35.
For Cc1nn(CC(=O)NCCN2CCOCC2)c(C)c1[N+](=O)[O-] the results were hIAP act 1, SENP6 inh 5, MPTP inh -9.2, ATG4B inhibitor 9, SENP1 inh 0, PfG6PD inh 0, NR3A LBD binder 0 and SENP8 inh 26.
For CCCOc1ccc(/C=N/Nc2ccccc2[N+](=O)[O-])c(O)c1 the results were hIAP act 1, SENP6 inh 96*, MPTP inh 13, ATG4B inhibitor -11, SENP1 inh 2, PfG6PD inh 5, NR3A LBD binder -2 and SENP8 inh 38.

2 entries drawn at random from those above, as already listed:
For N#CC(c1nc2ccccc2nc1N1CCCC1)S(=O)(=O)c1cccs1 (configuration not stated) the results were hIAP act 0.98, SENP6 inh 9, MPTP inh -0.5, ATG4B inhibitor -2, SENP1 inh -22, PfG6PD inh 41, NR3A LBD binder -1 and SENP8 inh -243.
For CC(=O)c1ccc(Nc2cc(C)nc3c(C)cccc23)cc1 the results were hIAP act 0.98, SENP6 inh 7, MPTP inh 4.4, ATG4B inhibitor -25, SENP1 inh -7, PfG6PD inh 29, NR3A LBD binder -1 and SENP8 inh -388.

Bioassay records: PubChem, Sanford-Burnham Center for Chemical Genomics
